# Source: PubChem BioAssay (several laboratories)
# BH1578 lux ind: induces V. cholerae light production without autoinducers | V. cholerae BH1578 lux reporter, luminescence, 6 h | activation, % at 18.7 µM | actives 0.16% (n = 350,000) | AID 588436; in the data active = activation mostly above about 9.7%, no sharp cut-off; note: not every result past the cut was called active; inactives centre near 0; reference of the scale not given here
# UGM FP inh: inhibitors of M. tuberculosis UDP-galactopyranose mutase; P9WIQ1; actives 0.06% (n = 320,000); inhibition, % at 10 µM; purified UGM, fluorescence polarization probe displacement; in the data active = inhibition above about 10%, passing the limit was not always enough
# Target sequence (P9WIQ1 whole entry, looked up): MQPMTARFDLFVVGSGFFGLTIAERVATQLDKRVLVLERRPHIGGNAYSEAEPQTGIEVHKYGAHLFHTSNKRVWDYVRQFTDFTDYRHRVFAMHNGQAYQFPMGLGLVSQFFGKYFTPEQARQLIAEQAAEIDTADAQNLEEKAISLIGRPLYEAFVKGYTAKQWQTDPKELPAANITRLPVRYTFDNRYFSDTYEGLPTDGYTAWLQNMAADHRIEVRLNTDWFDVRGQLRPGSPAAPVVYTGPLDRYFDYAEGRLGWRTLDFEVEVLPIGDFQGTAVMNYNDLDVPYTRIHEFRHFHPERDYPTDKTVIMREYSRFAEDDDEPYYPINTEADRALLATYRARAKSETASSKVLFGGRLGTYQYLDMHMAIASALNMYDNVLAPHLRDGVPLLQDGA
# Y pestis TopoI: inhibitors of Yersinia pestis topoisomerase I. Y. pestis Topo-I cleavage product accumulation, plate reader. AID 504884. actives 0.064% (n = 360,000). activity, % at 10 µM; in the data active = activity above about 50%, passing the limit was not always enough; note: inactives centre near 2
# BioA inh: blocks M. tuberculosis BioA enzyme activity; purified M. tuberculosis BioA enzyme, plate reader; inhibition, % at 9.99 µM; actives 0.096% (n = 360,000); AID 602481; in the data active = inhibition above about 40%
# Mtb FBA inh: Mtb fructose-bisphosphate aldolase inhibition; purified M. tuberculosis FBA, fluorescence read-out; inhibition, % at 1 µM; actives 2.3% (n = 360,000); AID 588726; in the data active = inhibition above about 27%;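 note: 0% = vehicle and 100% = reference inhibitor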
# Target sequence (P9WQA3 whole entry, looked up): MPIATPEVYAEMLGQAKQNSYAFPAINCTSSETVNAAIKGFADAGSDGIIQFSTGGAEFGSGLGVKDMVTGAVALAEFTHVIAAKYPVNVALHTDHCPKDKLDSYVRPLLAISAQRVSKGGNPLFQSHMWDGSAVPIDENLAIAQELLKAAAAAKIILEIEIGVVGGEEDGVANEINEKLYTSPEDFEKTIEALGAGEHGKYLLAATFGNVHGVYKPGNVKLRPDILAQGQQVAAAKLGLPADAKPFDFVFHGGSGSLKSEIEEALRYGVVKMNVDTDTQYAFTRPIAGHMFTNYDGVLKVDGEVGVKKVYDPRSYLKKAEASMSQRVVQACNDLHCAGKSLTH
# TcdB GH inh: blocks C. difficile toxin B glycohydrolase activity. P18177. TcdB glycohydrolase enzymatic assay, plate reader. inhibition, % at 9.99 µM. actives 0.24% (n = 350,000). AID 652162; in the data active = inhibition above about 10%
# FadD28 binding: inhibitors of Mycobacterium tuberculosis FadD28 bisubstrate binding. inhibition, % at 12.5 µM. FadD28 bisubstrate probe binding, fluorescence polarization. actives 0.22% (n = 360,000); in the data active = inhibition above about 8.5%, passing the limit was not always enough
# GDH-TPI counter: inhibits GDH-TPI coupling enzymes, artifact for Mtb FBA screen. inhibition, % at 4.8 µM. AID 588335. actives 1.2% (n = 360,000). GDH-TPI coupled enzyme counterscreen, NADH absorbance; in the data active = inhibition above about 30%;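 note: 0% = DMSO wells and 100% = wells lacking the enzyme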
# PfHsp40 yeast: rescue of PfHsp40-mediated yeast toxicity. actives 0.68% (n = 340,000). S. cerevisiae expressing PfHsp40, growth rescue, ATP luminescence. growth rescue, % at 12.5 µM. AID 504582; in the data active = growth rescue above about 28%, passing the limit was not always enough;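 note: yeast W303a lacking pdr1 and pdr3 grown in galactose medium; growth measured after three days at 30 °C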
# * hit, by the source's call; i = inactive; · = no result given; & = joins results of further samples.
Compound	BH1578 lux ind	UGM FP inh	Y pestis TopoI	BioA inh	Mtb FBA inh	TcdB GH inh	FadD28 binding	GDH-TPI counter	PfHsp40 yeast
CCC1CCCCN1S(=O)(=O)c1ccc(NC(=O)c2cccs2)cc1 (centres undefined)	-0.4	2.4	4	-1.9	8	·	-0.8	2	4.0
COc1cc(/C=N/NC(=O)c2cc(C3CC3)[nH]n2)ccc1O	-3.7	2.0	-5	1.4	-3	4.4	-2.6	44*	0.4
Cc1ccc(S(=O)(=O)Nc2c(C)ccc3nsnc23)cc1	i	0.6	5	-1.3	-1	·	-0.6	13	0.6
COc1ccc(S(=O)(=O)N2CCCCC2)cc1NS(=O)(=O)c1ccc(CNC(C)=O)cc1	i	1.8	5	-3.0	4	0.6	2.8	3	0.0
COc1ccccc1Nc1nc(N)nc(CSc2nccc(C)n2)n1	-0.3	-1.3	1	·	-2	·	-3.3	-6	-0.3
COc1ccccc1CN1C(=O)C(Cc2ccccc2)ON=C1c1ncccc1C (centres undefined)	-1.0	·	29	-1.8	0	0.2	-2.2	4	·
Cc1ccc(-c2csc(NC(CO)c3nc4ccccc4n3CCOCCO)n2)cc1 (centres undefined)	i	1.9	0	-1.1	3	1.7	-1.5	11	34*
O=C(Cn1cnc2ccccc2c1=O)Nc1ccc2c(c1)CCC2	-0.2	4.1	-1	-0.4	-1	·	-0.9	-7	0.7
O=C(CC[C@H]1O[C@@H](n2ccc(=O)[nH]c2=O)[C@H](O)[C@@H]1O)NCCN1CCOCC1	·	·	·	-0.9	-1	2.4	0.5	·	·
Cc1occc1-c1nnc(SCC(=O)Nc2ccccc2N2CCCCC2)n1C	i	3.5	3	16	-2	1.9	-2.6	4	2.0
CC(=O)N/N=C(\C)CC(=O)Nc1ccc2c(c1)OCCO2	i	1.7	-1	0.1	2	-0.7	-1.3	0	-0.3
COc1cccc(OCc2nn[nH]n2)c1	-0.7	1.2	-15	0.6	0	1.1	-3.8	-3	-3.6
CC1CCCCN1S(=O)(=O)CCNC(=O)c1ccccc1 (centres undefined)	i	-0.8	-6	1.1	0	0.7	-4.5	-4	1.0
CCc1nc(SCc2ccc(F)cc2)n[nH]1	2.9	-0.8	-6	-1.1	2	5.0	-2.2	3	0.4
O=C(NNC(=O)C1CCC1)c1ccc(Br)cc1	-1.8	0.7	-2	-1.8	0	0.2	-3.9	-5	1.0
O=C(O)c1cc(-c2cc(C(=O)O)c3ccccc3n2)ccc1O	0.8	·	3	-2.3	9	-0.7	-1.9	33*	0.0
Nc1ccn([C@@H]2O[C@H](CNCc3cccc4c3sc3ccccc34)[C@@H](O)[C@H]2O)c(=O)n1	i	·	4	1.6	0	1.5	-2.4	5	·
CCN(C(=O)COC(=O)c1ccc(COc2ccc3c(C)cc(=O)oc3c2)cc1)C1CCS(=O)(=O)C1 (centres undefined)	-0.2	-0.3	26	-1.3	45*	0.3	-4.5	17	2.6
O=S(=O)(c1cc(Cl)ccc1Cl)N1CCN(c2ccccn2)CC1	0.6	-0.8	21	-0.3	0	-0.6	-4.3	-11	1.9
CCN1CCN(Cc2cc(=O)oc3ccc(Cl)cc23)CC1	-0.3	-1.6	-1	1.8	-2	·	-1.7	3	-1.0
CCOC(=O)c1ccc(NC(=O)c2cc(S(=O)(=O)N3CCOCC3)ccc2O)cc1	-0.5	1.3	-1	1.3	2	·	-0.1	19	5.7
O=C(Nc1ccccc1Cl)c1cccc(COc2cc(Cl)ccc2Cl)c1	0.3	-4.0	-1	-2.8	2	·	-1.6	11	0.7
CC[C@]12c3[nH]c4cc(CCC(=O)N(C)C)ccc4c3CCN1C(=O)[C@@H](CC(=O)NCCc1ccccn1)C[C@@H]2C(=O)N1CCN(C(=O)C2CC2)CC1	i	·	4	-2.5	2	1.8	0.1	16	0.9
Cc1c(/N=C(\[O-])Nc2ccc(Br)cc2)sn[n+]1C	-0.8	1.7	-2	-2.3	-1	-0.9	-0.5	25	·
CN(C)/C=C(\C#N)C(=O)N/N=C/c1ccc(Cl)cc1	-0.3	-1.2	5	·	-1	0.9	-2.4	20	-0.3

# Six compounds drawn at random from those above, as already listed:
Compound	BH1578 lux ind	UGM FP inh	Y pestis TopoI	BioA inh	Mtb FBA inh	TcdB GH inh	FadD28 binding	GDH-TPI counter	PfHsp40 yeast
O=C(O)c1cc(-c2cc(C(=O)O)c3ccccc3n2)ccc1O	0.8	·	3	-2.3	9	-0.7	-1.9	33*	0.0
CCc1nc(SCc2ccc(F)cc2)n[nH]1	2.9	-0.8	-6	-1.1	2	5.0	-2.2	3	0.4
COc1cccc(OCc2nn[nH]n2)c1	-0.7	1.2	-15	0.6	0	1.1	-3.8	-3	-3.6
O=C(Cn1cnc2ccccc2c1=O)Nc1ccc2c(c1)CCC2	-0.2	4.1	-1	-0.4	-1	·	-0.9	-7	0.7
CC1CCCCN1S(=O)(=O)CCNC(=O)c1ccccc1 (centres undefined)	i	-0.8	-6	1.1	0	0.7	-4.5	-4	1.0
Cc1ccc(S(=O)(=O)Nc2c(C)ccc3nsnc23)cc1	i	0.6	5	-1.3	-1	·	-0.6	13	0.6

# (continued)
Compound	BH1578 lux ind	UGM FP inh	Y pestis TopoI	BioA inh	Mtb FBA inh	TcdB GH inh	FadD28 binding	GDH-TPI counter	PfHsp40 yeast
S=c1[nH]nc(-c2ccc3ccccc3n2)n1-c1ccc2ncccc2c1	-0.3	0.2	6	·	1	0.3	-0.3	14	5.5
O=C(CSc1cccc[n+]1[O-])Nc1cc(S(=O)(=O)N2CCOCC2)ccc1Cl	-0.2	-0.2	-1	·	2	·	-1.4	-2	1.0
CC(C)CCNC(=O)C1CCC(CNc2c(N3CCC(C)CC3)c(=O)c2=O)CC1 (centres undefined)	0.1	0.3	12	-0.3	2	-1.7	-0.9	0	1.0
Clc1ccc(COC(Cn2ccnc2)c2ccc(Cl)cc2Cl)cc1 (centres undefined)	i	-1.5	62*	11&-2.1	4	0.3	-4.7	0	93*
CC(C)c1nnc(NC(=O)CCC(=O)NCc2ccc3c(c2)OCO3)s1	·	-2.0	-7	-2.5	0	0.5	1.2	-2	0.4
CCOC(=O)c1cc(NC(=O)CN2CCCC2)cc(C(=O)OCC)c1	-0.4	0.0	1	·	0	-4.8	-1.6	2	-1.5
C=CC(=O)NN(C)c1ncc(C(F)(F)F)cc1Cl	i	0.6	9	·	6	1.1	-0.6	-4	-1.1
COC(=O)CN1C(=O)[C@@H]2[C@H](C1=O)[C@@H]1CC(C(=O)OC)=C[C@@H](C(=O)OC)[C@@H]3C1=C(C(=O)[C@]3(C)NC(=O)c1ccccc1)[C@@H]2C	i	0.3	7	-0.6	3	1.3	0.6	-3	0.1
Cc1ccc(NC(=O)CN(C)C(=O)COc2c(Cl)cc(Cl)c3ccc(C)nc23)cc1	-3.0	2.1	6	·	-1	-1.2	-1.0	0	0.2
COC(=O)c1ccccc1NC(=O)CSc1nncn1C	0.3	-1.3	-13	1.0	-1	0.2	-3.0	6	-0.4
Cn1c(CC(=O)Nc2ccccc2)n[nH]c1=S	i	-2.5	2	1.0	-1	-0.4	-2.0	-5	0.2
NC(=O)CC(NC(=O)Cc1cccc2ccccc12)c1ccc(NCCc2cccc(F)c2)c([N+](=O)[O-])c1 (centres undefined)	i	1.1	-5	-5.6	4	0.4	-0.2	17	4.0
CCn1c(C)cc(C(=O)CN2C(=O)c3ccccc3S2(=O)=O)c1C	-3.0	0.6	0	5.6	1	-0.1	-2.0	7	-0.3
NS(=O)(=O)c1ccc(NC(=O)CSc2nnc(COc3ccccc3Cl)n2C2CC2)cc1	i	0.4	-5	-1.1	1	·	-1.9	-1	-0.4
Cc1cncc(N2CCN(c3ccccn3)CC2)n1	i	·	2	0.2	0	0.8	-0.2	13	·
CC(=O)NS(=O)(=O)c1ccc(NC(=O)CC23CC4CC(CC(Br)(C4)C2)C3)cc1	-0.3	1.0	-5	-2.1	1	-0.8	0.9	2	-0.8
Cc1cc(C)c(OCC(=O)Nc2ccccc2N2CCOCC2)c(C)c1	-0.4	1.6	6	·	-2	·	-1.1	3	-2.3
CC(C)OCCCNc1nc2c([nH]1)c(=O)n(C)c(=O)n2C	-0.9	0.4	-1	-0.5	1	·	-2.2	-16	0.2
COc1ccccc1N1C(=O)CC(N2CCN(c3ccc(Cl)cc3)CC2)C1=O (centres undefined)	i	0.2	11	-1.4	0	-0.6	-1.1	9	0.6
CC(NC(=O)CN1C(=O)NC(Cc2ccccc2)(Cc2ccccc2)C1=O)C12CC3CC(CC(C3)C1)C2 (centres undefined)	i	-0.2	-9	0.2	1	·	-4.0	0	0.3
CCOc1ccccc1OCCn1ncc2ccc(OC)c(OC)c2c1=O	i	-0.5	1	-1.5	3	·	-4.8	17	-0.3
COc1cc(CN2CCN(c3cccc(C)c3C)CC2)cc(Br)c1O	i	0.1	-9	-3.8	3	·	0.1	16	0.9
Cc1csc(NC(=O)c2ccc(S(=O)(=O)N3CCCC3)cc2)n1	-0.3	-0.4	-1	-0.9	1	1.5	-0.4	12	-0.1
O=C1OCCN1C(=O)[C@H]1[C@H](c2ccc(Cl)cc2)C(c2cccc(Cl)c2)=NN1c1ccc(Br)cc1	-6.7	·	-4	-1.5	57*	1.2	-3.3	13	0.9
C=CCOc1ccc(C=Nc2cccc(Cl)c2)c(O)c1	0.0	3.3	4	·	3	1.1	-0.8	3	0.3
COc1ccc(CCN2CC(C(=O)NCCc3ccccn3)CCC2=O)cc1 (centres undefined)	i	-0.8	3	0.0	1	-1.1	-0.2	7	0.3
O=C(CSc1ncccn1)N1CCc2ccccc2C1	-0.3	-1.1	0	7.8	4	1.0	1.5	5	-0.5
Cc1cccc(NC(=O)c2ccc(NCC3CCCO3)c([N+](=O)[O-])c2)n1 (centres undefined)	i	2.3	-8	·	-6	1.4	-3.1	-7	3.4
O=C(CSc1nccn(-c2ccc(Br)cc2)c1=O)NCc1ccccc1	3.7	·	8	0.9	6	3.9	-0.9	19	0.8
CCC(C)(C)n1nnnc1C(c1ccc(C)cc1)N1CCN(Cc2cccnc2)CC1 (centres undefined)	0.8	0.4	22	1.7	-1	·	-0.9	-1	4.8
Cc1c(C(=O)NCc2cccc(C(F)(F)F)c2)sc(=O)n1Cc1ccc(C(=O)N(C)C)cc1	i	·	5	8.4	1	2.8	-3.8	-3	·
COc1ccc(OC)c(NC(=S)NCc2ccc(S(N)(=O)=O)cc2)c1	0.9	-1.0	4	0.2	-2	-0.1	-1.8	-2	0.0
Cc1ccc(C(=O)C2=C(O)C(=O)N(Cc3cccnc3)C2c2ccc(N(C)C)cc2)o1 (centres undefined)	-5.6	-0.4	8	0.1	-1	0.7	-4.0	13	0.4
CCCn1c(CNC(=O)Cc2ccccc2)nc2ccccc21	i	-1.6	4	1.9	-2	·	-1.2	6	-0.4
CSc1nc(C)c(CCOCc2ccccc2)c(=O)[nH]1	-0.3	0.3	-3	·	-2	·	-3.9	-10	22
COc1ccc(NC(=O)C[C@H]2C(=O)N(C3CCCCC3)C[C@@H]2C)cc1	-0.4	·	8	-0.1	-1	0.7	-2.2	-5	·
COc1ccc(S(=O)(=O)N(CC(=O)NCc2ccncc2)c2cc(C)cc(C)c2)cc1OC	i	-0.7	11	1.8	-4	1.0	-3.8	5	-0.9
CCNc1c(NS(=O)(=O)c2ccc(OC)c(Cl)c2)c(=O)oc2ccccc12	-0.9	-1.5	-1	-1.9	0	0.9	-1.2	4	0.3
COc1ccc(-c2ccc(-c3cc(=O)oc4c(C(C)C)ccc(C)c34)cc2)cc1	1.6	·	10	-1.5	-2	0.5	0.1	9	-1.2
COc1ccc(C2(O)CCN(C(=O)c3c(F)cccc3F)CC2)cc1	-5.9	-1.7	-10	1.0	1	1.1	-1.6	2	-1.4
CCC(C)(C)n1nnnc1C(C(C)C)N1CCN(C)CC1 (centres undefined)	-0.4	0.3	3	-0.9	9	0.7	0.9	-1	0.3
CCOC(=O)c1c(C)[nH]c(C(=O)COC(=O)COc2ccccc2C)c1C	i	-0.5	21	1.1	0	0.5	-0.7	5	-0.1
